# GAA glycogen: qHTS Assay for Inhibitors and Activators of Human alpha-Glucosidase Cleavage of Glycogen | 0.38% of 300,000 active | Lysosomal alpha-glucosidase (Homo sapiens), P10253 | AID 2100, 2009 | Potency, µM (titrated, usually from 76.4 µM), for inactives: at the highest dose activity change, negative = inhibition, hits mostly inhibitors | recombinant GAA, glycogen substrate, Amplex Red glucose oxidase fluorescence;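 note: potency is the fitted concentration of half-maximal effect; 0% = full enzyme reaction and -100% = no-enzyme basal signal; the screen sought inhibitors and activators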
#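 Recombinant enzyme (4 nM final) with compounds titrated up to 77 uM and bovine liver glycogen (30 ug) in citrate pH 5.0, 0.01% Tween-20, 37 C 40 min. Released glucose detected by Amplex Red/glucose oxidase (Ex 573/Em 610); AC50 from Hill fits.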
# LMNA splice mod: qHTS Assay for Modulators of Lamin A Splicing | 0.01% of 200,000 active | HeLa LMNA splicing GFP/RFP minigene ratio, 48 h | Potency, µM (titrated, usually from 46.1 µM), for the others: at the top dose ratio change, negative = inhibition, actives largely listed as inhibitors; active = well fitted inhibition curve with a large enough effect in the signal ratio, with a control signal flat, not every such curve was filed as active; inconclusive = small, poorly fitted or top-dose-only effect, or effect the other way, or a change in a side signal; the % refers to the signal ratio; note: potency is the fitted concentration of half-maximal effect; % is set by controls: 0 for no effect and ±100 for the full control effect
#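 S3 HeLa cells stably expressing lamin A-EGFP splicing minigene plus DsRed2, 600 cells/well, 48 h compound exposure at 37C. Laser-scanning cytometry; analysed as GFP (500-530 nm)/RFP (575-640 nm) total intensity ratio; 0.5% DMSO vehicle.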
# HTT aggregate: qHTS Multiplex Assay to Identify Dual Action Probes in a Cell Model of Huntington: Aggregate Formation (GFP); PC12 HttQ103-GFP aggregates, Acumen cytometry, 40 h; Potency, µM (top dose mostly 46.1 µM), inactives show at the highest dose activity change, negative = inhibition, usual class: inhibitors; 1.1% of 220,000 active; AID 1688, 2009; note: potency is the fitted concentration of half-maximal effect; % is set by controls: 0 for no effect and ±100 for the full control effect; nearly all actives have a fitted effect of over 60% in size
#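 Compounds (qHTS titration) were added to PC12 cells expressing an ecdysone-driven HTT exon 1 Q103–GFP fusion after induction with 100 nM tebufenozide. Aggregate formation was measured as GFP objects in cell lysates.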
# HTT ATP protect: qHTS Multiplex Assay to Identify Dual Action Probes in a Cell Model of Huntington: Cytoprotection (ATP); Potency, µM (highest dose often 56.4 µM), without a hit: cytoprotection (ATP increase), hits mostly activators; 0.14% of 230,000 active; PC12 HTT-Q103 induced, cytoprotection, ATP luminescence, 40 h;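 note: potency is the fitted concentration of half-maximal effect; % of control where 0% means no effect; nearly all actives have a fitted effect of over 45% in size; toxic huntingtin expression switched on by the ecdysone agonist tebufenozide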
#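 Rat PC12, Q103 Htt exon1-GFP fusion, ecdysone promoter; tebufenozide inducer 100 nM final; compound titration; qHTS, 1500 cells/well; ATPlite luminescent read.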
# GAA spleen mod: qHTS Assay for Inhibitors and Activators of Human alpha-Glucosidase From Spleen Homogenate | AID 2112, 2009 | human spleen homogenate, 4-MU-alpha-glucoside fluorescence | 0.006% of 240,000 active | Potency, µM (series often up to 79.9 µM), for inactives: at the top dose activity change, negative = inhibition, actives largely listed as inhibitors;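 note: potency is the fitted concentration of half-maximal effect; 0% = enzyme with vehicle and -100% = no enzyme basal signal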
#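 Human spleen homogenate (1 ug) with 4-methylumbelliferyl-alpha-D-glucopyranoside (1 mM final) in 50 mM citrate/phosphate pH 5.0, 0.01% Tween-20; 40 min at 37 C. Stopped at pH 10; 4-MU fluorescence Ex 365/Em 440 nm; AC50 by Hill fit.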
# GAA inhib: qHTS Assay for Inhibitors of Human alpha-Glucosidase as a Potential Chaperone Treatment of Pompe Disease | purified human GAA, 4-MU-alpha-glucoside fluorescence | Potency, µM (highest dose often 76.9 µM), for the others: at the top dose activity change, negative = inhibition, actives largely listed as inhibitors | 0.005% of 200,000 active | AID 1466, 2008;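 note: potency is the fitted concentration of half-maximal effect; plate controls were uninhibited enzyme wells for no effect and no-enzyme background for full effect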
#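 Fluorescence at Ex 365/Em 440 nm from 4-methylumbelliferone reported enzyme activity after 20 min at room temperature. Reactions used 4 nM enzyme and 400 uM substrate at pH 5.0; curves fitted with the Hill equation.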
# CBFb RUNX1 block: qHTS Assay for Compounds Blocking the Interaction Between CBF-beta and RUNX1 for the Treatment of Acute Myeloid Leukemia. Runt-related transcription factor 1 (Homo sapiens) + Core-binding factor subunit beta …. AlphaScreen CBFb-His/RUNX1-biotin binding, biochemical. Potency, µM (titrated, usually from 59.8 µM), without a hit: top-dose activity, negative = inhibition, most hits filed as inhibitors. 230,000 tested, under 10 active; note: % of control where 0% means no effect
# Target sequence (Q01196 whole entry, looked up): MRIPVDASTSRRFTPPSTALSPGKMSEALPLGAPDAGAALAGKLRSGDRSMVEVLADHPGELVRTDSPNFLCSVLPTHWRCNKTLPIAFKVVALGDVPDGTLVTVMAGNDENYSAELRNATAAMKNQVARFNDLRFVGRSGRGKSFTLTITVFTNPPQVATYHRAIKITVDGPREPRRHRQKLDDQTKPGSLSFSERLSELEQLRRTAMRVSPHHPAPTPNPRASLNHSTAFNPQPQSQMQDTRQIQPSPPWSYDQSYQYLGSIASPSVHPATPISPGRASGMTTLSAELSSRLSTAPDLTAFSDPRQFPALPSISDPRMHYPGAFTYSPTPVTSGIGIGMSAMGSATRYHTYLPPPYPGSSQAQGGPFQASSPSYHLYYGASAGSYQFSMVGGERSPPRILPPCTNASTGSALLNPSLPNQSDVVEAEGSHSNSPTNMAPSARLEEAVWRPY
# Target sequence (Q13951 whole entry, looked up): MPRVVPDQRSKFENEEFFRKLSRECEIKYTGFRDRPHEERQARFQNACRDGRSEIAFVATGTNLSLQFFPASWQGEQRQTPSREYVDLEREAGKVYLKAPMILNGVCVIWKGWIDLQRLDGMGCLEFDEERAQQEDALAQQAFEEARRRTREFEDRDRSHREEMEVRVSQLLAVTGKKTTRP
#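 Inhibition was taken as any reduction in AlphaScreen signal from the CBF-beta–RUNX1 pair (His and biotin tags, 30 nM each), measured after compound (15 min) and bead (90 min) incubations at room temperature.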
# * marks the source's active call; other numbers are inactive results; ? = inconclusive; . = not tested or not shown; & = joins results of further samples; [ ] = dose if it differs, or a comment. Unless noted, calls come from the whole dose curve; as a rule, active = well fitted curve in the direction sought with a large enough effect; inconclusive = small, poorly fitted or top-dose-only effect, or another doubt; inactive = no such curve, though single readings can be large; an effect the other way counts as inactive or inconclusive.
# Preview (12 entries):
SMILES,HTT aggregate,GAA inhib,LMNA splice mod,HTT ATP protect,CBFb RUNX1 block,GAA glycogen,GAA spleen mod
CN(C)c1ccc(/C=N\NC(=O)c2ccc(Cn3cc(Cl)cn3)cc2)cc1,15%,0%,?,.,12%,1%,-4%
CCOc1ccc(CC(=O)NNC(=S)NC2CCCCC2)cc1OCC,-1%,-2%,?,26%[10 µM],-2%,-13%,3%
COc1ncc2nc(C)c(=O)n(-c3ccccc3)c2n1,.,.,-2%,-52%[inhibitor],.,.,-4%
COCCn1nnnc1C(c1cccs1)N1CCN(c2cccc(C(F)(F)F)c2)CC1 (stereo not drawn),?,-17%,-6%,-7%[10 µM],5%,-8%,-19%
Cc1ccc(C(=O)Nc2cccc(N(C)S(C)(=O)=O)c2)cc1S(=O)(=O)Nc1ccccc1,-21%,?,0%,-17%,-3%,1%,4%
CCCCOc1ccc(/C(O)=C2/C(=O)C(=O)N(CCCOC)C2c2ccncc2)cc1C (stereo not drawn),29%,-5%,9%,-18%,1%,2%,0%
COc1cccc(NC(=O)NC(C)C2CC3CCC2C3)c1 (stereo not drawn),8%[9.22 µM],-1%,-6%[46 µM],-68%,7%,-13%,1%
Nc1ccc(Cc2ccccn2)cc1,3%[9.22 µM],7%,13%[46 µM],-8%[10 µM],2%,-9%,-5%
O=C(c1ccccn1)N1N=C2/C(=C/c3ccccc3)CCCC2C1c1ccccc1 (stereo not drawn),?,?,?,2%[10 µM],-2%,-4%,-5%
Cc1sc2ncnc(SCc3ccc(C(=O)O)cc3)c2c1C,7%,2%,.,-44%,11%,0%,0%
CC(=O)N1C2(C=CC1(C)C(=O)NCc1ccc(C)o1)CCCCC2 (stereo not drawn),.,.,.,-27%,?,.,5%
CCN(CC)CCCNC(=O)c1cc2c(Cl)nc3ccccc3c2s1,-18%,-3%,?,2%,9%,6%,-16%

# The whole of this part, repeating the preview:
SMILES,HTT aggregate,GAA inhib,LMNA splice mod,HTT ATP protect,CBFb RUNX1 block,GAA glycogen,GAA spleen mod
CN(C)c1ccc(/C=N\NC(=O)c2ccc(Cn3cc(Cl)cn3)cc2)cc1,15%,0%,?,.,12%,1%,-4%
CCOc1ccc(CC(=O)NNC(=S)NC2CCCCC2)cc1OCC,-1%,-2%,?,26%[10 µM],-2%,-13%,3%
COc1ncc2nc(C)c(=O)n(-c3ccccc3)c2n1,.,.,-2%,-52%[inhibitor],.,.,-4%
COCCn1nnnc1C(c1cccs1)N1CCN(c2cccc(C(F)(F)F)c2)CC1 (stereo not drawn),?,-17%,-6%,-7%[10 µM],5%,-8%,-19%
Cc1ccc(C(=O)Nc2cccc(N(C)S(C)(=O)=O)c2)cc1S(=O)(=O)Nc1ccccc1,-21%,?,0%,-17%,-3%,1%,4%
CCCCOc1ccc(/C(O)=C2/C(=O)C(=O)N(CCCOC)C2c2ccncc2)cc1C (stereo not drawn),29%,-5%,9%,-18%,1%,2%,0%
COc1cccc(NC(=O)NC(C)C2CC3CCC2C3)c1 (stereo not drawn),8%[9.22 µM],-1%,-6%[46 µM],-68%,7%,-13%,1%
Nc1ccc(Cc2ccccn2)cc1,3%[9.22 µM],7%,13%[46 µM],-8%[10 µM],2%,-9%,-5%
O=C(c1ccccn1)N1N=C2/C(=C/c3ccccc3)CCCC2C1c1ccccc1 (stereo not drawn),?,?,?,2%[10 µM],-2%,-4%,-5%
Cc1sc2ncnc(SCc3ccc(C(=O)O)cc3)c2c1C,7%,2%,.,-44%,11%,0%,0%

# Continuation.
SMILES,HTT aggregate,GAA inhib,LMNA splice mod,HTT ATP protect,CBFb RUNX1 block,GAA glycogen,GAA spleen mod
CC(=O)N1C2(C=CC1(C)C(=O)NCc1ccc(C)o1)CCCCC2 (stereo not drawn),.,.,.,-27%,?,.,5%
CCN(CC)CCCNC(=O)c1cc2c(Cl)nc3ccccc3c2s1,-18%,-3%,?,2%,9%,6%,-16%
Cc1ccc(S(=O)(=O)Nc2ccc(N3CCOCC3)cc2)cc1[N+](=O)[O-],10%,-3%,?,3%,-20%,-1%,3%
O=C(Nc1nc(-c2ccccc2)cs1)C1CCCO1 (stereo not drawn),-26%,-1%,0%,-10%,9%,-1%,-6%
CCN(CC)C(=O)Cn1cc(SCC(=O)NC2CCCC2)c2ccccc21,10%,3%,.,-29%,5%,-16%,-3%
O=P(Cc1cc(Br)cc(Br)c1OCCO)(c1ccccc1)c1ccccc1,20%[9.22 µM],.,.,31%[10 µM],4%,2%,0%
CCOC(=O)OCC1OC(c2ccc(C(C)=O)cc2)C=CC1OC(=O)OCC (stereo not drawn),.,.,.,5%[10 µM],-7%[13.1 µM],.,-16%[17.4 µM]
COc1ccc(CCNC(=O)CN2CCC(n3nnc4cc(F)ccc43)CC2)cc1OC,24%,2%,12%,-10%[10 µM],3%,1%,-7%
CC(C)OC(=O)CSc1ncnc2c1cnn2-c1ccccc1,?,-3%,-1%,-37%,14%,-7%,-3%
C=CCCCCCCCCCCCC(O)CC(O)COC(C)=O (stereo not drawn),.,.,.,-2%,19%,.,5%

# Remaining list, next part:
SMILES,HTT aggregate,GAA inhib,LMNA splice mod,HTT ATP protect,CBFb RUNX1 block,GAA glycogen,GAA spleen mod
O=C1CC(c2ccco2)CC2=C1C=Nc1ccccc1N2 (stereo not drawn),-9%,4%,-18%,?,-2%,-2%,-1%
Cc1ccc(/C=N\NC(=O)c2cc(OCC(F)(F)F)ccc2OCC(F)(F)F)cc1,-13%,5%,-5%,-26%,-4%,3%,-1%
O=C(c1ccc(Cl)cc1)N1CCCOC1,4%,-2%,10%,2%[10 µM],2%,-4%,-5%
CC(=O)Nc1c(O)nc(SCc2ccccc2C#N)[nH]c1=O,0%,2%,-7%,30%[10 µM],10%,-1%,0%
O=C(Nc1ccc2c(c1)OCO2)C1CCN(S(=O)(=O)Cc2ccccc2)CC1,-2%[9.22 µM],-5%,-1%,-6%[10 µM],2%,-15%,0%
CCOc1ccc(/C=N/N(C)c2ccccc2)cc1OC,0%[9.22 µM],-5%,1%,-31%,-24%,-15%,-4%
CC(=O)NCC(=O)OCC(=O)c1ccc(Cl)cc1,10%,6%,.,11%,4%,-9%,1%
Oc1ccccc1C1=Nc2nc3ccccc3n2C(c2ccccc2)C1 (stereo not drawn),-10%,-5%,6%,9%[1.9 µM],-26%,-13%,1%
CCN(Cc1ccncc1)Cc1c(O)ccc2cc(Br)ccc12,5%,1%,?,-19%,-20%,23%,4%
CC1(C)Oc2ccc3ccc(=O)oc3c2CC1=O,.,.,.,-30%,10%,.,2%

# Next part
SMILES,HTT aggregate,GAA inhib,LMNA splice mod,HTT ATP protect,CBFb RUNX1 block,GAA glycogen,GAA spleen mod
CC(=O)Nc1ccc(S(=O)(=O)NNC(=O)c2cc3c4ccccc4n(C)c3s2)cc1,15%,-4%,12%,?,4%,-28%,-13%
O=C1C[C@@H](c2ccc(O[C@@H]3O[C@H](CO)[C@@H](O)[C@H](O)[C@H]3O)cc2)Oc2cc(O)ccc21,-9%,4%[15.4 µM],-4%,.,4%,-10%,0%
C/C(CC1(O)C(=O)Nc2ccccc21)=N\O (stereo not drawn),9%,?,4%,-15%[10 µM],0%,12%,-1%
NC(=S)N/N=C/c1ccc2ccccc2c1,?,5%,?,43%[10 µM],2%,-23%,-9%
CC(C)(C)c1nnc(NC(=O)Nc2ccc(Cl)cc2)s1,-15%[9.22 µM],.,.,18%[10 µM],-1%,1%,3%
Cc1ccc(C(=O)NCC(=O)OCC(=O)Nc2ccccc2C#N)s1,1%,1%,2%[46 µM],3%[10 µM],-15%,8%,8%
CCn1c(SCC(=O)Nc2ccc(OC)cc2)nc2nc3c(cc2c1=O)CCCC3,-7%[9.22 µM],.,.,-4%[10 µM],-3%,-1%,-2%
CC(C)C(C(=O)NCC1CCCO1)N(Cc1ccco1)C(=O)CNS(=O)(=O)c1ccc(F)cc1 (stereo not drawn),12%,-5%,6%,-12%,1%,3%,2%
O=C(Nc1ccc(C(=O)O)cc1)Nc1cccc([N+](=O)[O-])c1,1%,?,-2%,.,2%,-2%,-18%
CC(C(=O)O)N(C(=O)c1ccccc1)c1ccc(F)cc1 (stereo not drawn),16%,-6%,.,18%[10 µM],1%,9%,-2%

# The list continues.
SMILES,HTT aggregate,GAA inhib,LMNA splice mod,HTT ATP protect,CBFb RUNX1 block,GAA glycogen,GAA spleen mod
COc1ccc(N(C(=O)c2cccnc2)S(=O)(=O)c2cccs2)cc1,-8%[9.22 µM],?,?,8%,2%,16%,-2%
CC(=O)c1c(C)[nH]c(C(=O)Nc2nc(-c3ccc(Cl)cc3)cs2)c1C,?,-4%,3%,-54%[inhibitor][10 µM],-2%,-2%,-9%
Cc1ccc(Nc2ccc(C(=O)NC3CCCCC3)cn2)cc1,1%[9.22 µM],.,.,22%[10 µM],10%,5%,2%
CN(Cc1ccccc1)C(=O)CNC(=O)Cn1cnc2ccccc2c1=O,-21%,-4%,11%,6%,4%,3%,-1%
COCCN(CCOC)c1nc(S(=O)(=O)c2ccc(C)cc2)c(Cl)s1,10%,-8%,?,10%,4%,7%,0%
COC(=O)C1=C(C(=O)OC)[C@@H]2N(C)c3ccc(OC)cc3[C@@]23C[C@@H](C(=O)OC)N(C(=O)c2ccc(Br)cc2)C3=N1,4%[9.22 µM],.,-9%[9.22 µM],-49%&10%[inhibitor][10 µM],17%[13.1 µM],-4%,-5%[17.4 µM]
C=C(C)CNC(=S)N/N=C(\C)c1cccc(NC(C)=O)c1,-22%,-7%,.,-26%,5%,?,-11%

# Source: PubChem BioAssay (National Center for Advancing Translational Sciences (NCATS))

# Compounds as they come; any-hit rate near 1.5%.
